# Assay outcomes from PubChem.
# IkB signaling: IkB Signaling; ABC-DLBCL IkBa-CBG/CBR dual luciferase ratio, 4 h; response scale: scaled: untreated 0%, proteasome inhibitor 100%; Potency, µM (titrated, usually from 57.1 µM), for the others: at the top dose IkBa stabilization activation; 110,000 compounds, 0.04% hits; AID 445, 2006; active = well fitted curve in the direction sought with a large enough effect in the signal ratio, not every such curve was filed as active; inconclusive = small, poorly fitted or top-dose-only effect, or a change in a side signal; the % refers to the signal ratio;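 also: the direction sought is a rising ratio; 0% = basal untreated cells and 100% = reference inhibitor full response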
#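 Curves were fitted separately to fusion (green), unfused (red) and ratio luminescence, then classed by r2, magnitude and activity. Cells: OCI-Ly3, 4 h compound plus doxycycline at 37C; 10 uM MG-132 defined full response.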
# p53ts 39C tox: qHTS Screen for Compounds that Selectively Target Cancer Cells with p53 Mutations: Cytotoxicity of p53ts Cells at the Nonpermissive Temperature; H1299-p53A138V viability at 39C, ATP luminescence, 24 h; Potency, µM (series often up to 46.1 µM), for the others: top-dose activity change, negative = cell killing, usual class: cytotoxic; 130,000 compounds, 1.5% hits; AID 902, 2007; also: nearly all actives have a fitted effect of over 55% in size
# p53ts 32C kill: qHTS Screen for Compounds that Selectively Target Cancer Cells with p53 Mutations: Cytotoxicity of p53ts Cells at the Permissive Temperature | Potency, µM (titrated, usually from 46.1 µM), without a hit: at the highest dose activity change, negative = cytotoxicity, usual class: cytotoxic | AID 924, 2007 | H1299-p53A138V at 32C, ATP luminescence viability, 24 h | 130,000 compounds, 0.93% hits;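 also: 0% = DMSO and -100% = full killing by reference compound; nearly all actives have a fitted effect of over 55% in size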
#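 Cells: H1299 p53ts (A138V), 600/well, pre-incubated 16–30 h at 37C. Cpd up to 46 uM, 24 h, 32C. Readout: ATPlite luminescence, 20 min RT. Normalization: DMSO vs tamoxifen 100 uM. AC50 by Hill equation.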
# Imprint erasure: qHTS Assay for Compounds that Induce Erasure of Genomic Imprints; mouse ES Peg3-LacZ reporter, beta-gal luminescence, 40 h; Potency, µM (top dose mostly 60.7 µM), without a hit: top-dose activity change, positive = activation, actives largely listed as activators; 110,000 compounds, 0.02% hits;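 also: 0% = negative control wells on the plate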
#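 Imprint erasure is scored as LacZ activity from the silenced maternal Peg3 allele in feeder-free female ES cells cultured 40 h with LIF. Luminescence is normalized to in-plate negative controls and fitted to the Hill equation.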
# Active calls of the source: *; ? = inconclusive; . = no result given; [ ] = dose if it differs, or a comment. Unless noted, calls follow the shape of the dose curve; as a rule, active = well fitted curve in the direction sought with a large enough effect; inconclusive = small, poorly fitted or top-dose-only effect, or another doubt; inactive = no such curve, though single readings can be large; an effect the other way counts as inactive or inconclusive. Unless noted, % is scaled to controls: 0 for no effect and ±100 for the full control effect; potency is read from the fitted curve at half-maximal effect.
SMILES,IkB signaling,p53ts 39C tox,p53ts 32C kill,Imprint erasure
CCN1CCN(c2ncnc3c2sc2nc(N4CCOCC4)c4c(c23)CCC4)CC1,1.0%,7.1%,-2.0%,-0.7%
O=C(NCCC1=CCCCC1)C1CCCN(S(=O)(=O)c2ccc(F)cc2)C1 (configuration not stated),2.9%,4.7%,8.8%,-9.2%
C=CCOC(=O)c1ccccc1C(=O)OCC=C,-1.3%,-2.6%,1.1%[1.84 µM],-5.4%
CCC(=O)Nc1cccc(NC(=O)c2ccc(Br)cc2)c1,.,20.3%,3.7%,.
COc1cccc(C2C(C(=O)c3ccco3)=C(O)C(=O)N2CCCN2CCOCC2)c1OC (configuration not stated),-0.6%,14.4%,-6.5%,-5.5%
CC(=O)n1nc2nc(C)cc(C)c2c1N,-1.2%,-4.7%,-10.6%,-2.1%
COc1ccccc1OCC(=O)NCc1cccs1,-0.3%,-2.4%,16.8%,6.4%
O=C(C1CCCN(S(=O)(=O)c2cccc3nsnc23)C1)N1CCN(c2ccccc2F)CC1 (configuration not stated),?,10.6%,1.4%,-9.3%[10.9 µM]
COc1cccc(NCc2nnc3n2CCCCC3)c1,1.4%,-7.3%,17.8%,17.4%[10.9 µM]
Cc1ccc(NC(=O)Cn2c(=O)c(C(F)(F)F)nc3ccccc32)cc1C,-1.7%,-5.2%,-5.9%,-8.8%[10.9 µM]
COCCN(C(=O)C1CC1)c1nnc(-c2cccc(C)c2)s1,0.3%,-5.5%,-6.3%,-10.6%
CCOc1ccc(NC(=O)CC2C(=O)N(c3ccc(F)cc3)C(=O)N2Cc2ccc(OC)c(OC)c2)cc1 (configuration not stated),?,11.8%,-0.5%,-11.3%[10.9 µM]
CCOc1ccc(NC(=O)CN2CCN(CC(=O)Nc3ccc(N(CC)CC)cc3)CC2)cc1,-1.9%,7.2%,-15.6%,-15.8%[10.9 µM]
CCOc1ccc(NC(=O)c2cccnc2C(=O)O)cc1,1.1%,-24.9%,-17.1%,-13.3%
Cc1cc2cc(CCNS(=O)(=O)c3ccc(Br)cc3)c(=O)[nH]c2cc1C,?,-13.4%,0.6%,-7.3%[10.9 µM]
CCOc1ccccc1NC(=O)NCc1ccc2c(c1)CCN2C(=O)c1ccccc1,0.7%,-7.3%,-0.4%,-4.7%[10.9 µM]
Cc1ccc(C(c2nnnn2CCc2ccccc2)N2CCSCC2)cc1 (configuration not stated),?,-2.8%,7.7%,-15.2%
C=CCn1c(COC)nnc1SCC(=O)c1ccc(F)cc1,11.1%,-0.5%,1.1%,-2.5%
O=c1ccnc(Sc2ncccc2[N+](=O)[O-])[nH]1,.,1.0%,-25.1%,.
O=C(COc1ccccc1[N+](=O)[O-])Nc1cccc(-c2nc3ccccc3s2)c1,-1.4%,6.2%,-11.8%,-11.0%[10.9 µM]

# Individual results from above.
# p53ts 32C kill, `O=C(C1CCCN(S(=O)(=O)c2cccc3nsnc23)C1)N1CCN(c2ccccc2F)CC1` (configuration not stated) = 1.4%
# p53ts 32C kill, `CC(=O)n1nc2nc(C)cc(C)c2c1N` = -10.6%
# p53ts 32C kill, `CCOc1ccc(NC(=O)c2cccnc2C(=O)O)cc1` = -17.1%
# p53ts 32C kill, `Cc1cc2cc(CCNS(=O)(=O)c3ccc(Br)cc3)c(=O)[nH]c2cc1C` = 0.6%
# p53ts 32C kill, `COc1ccccc1OCC(=O)NCc1cccs1` = 16.8%

# Continued.
SMILES,IkB signaling,p53ts 39C tox,p53ts 32C kill,Imprint erasure
CC(C)Oc1ccc(-c2cc(=O)[nH]c(=O)[nH]2)cc1,0.3%,-5.4%,-14.5%,-28.8%
CCOC(=O)Cc1csc(SCC(=O)Nc2cccc(C#N)c2)n1,0.6%,-16.6%,-0.9%,-6.0%
O=C1c2ccccc2C(=O)N1CCCn1c(=O)oc2ccccc21,0.6%,2.4%,-1.6%,-18.4%
O=C(Nc1ccc(-c2cn3cccnc3n2)cc1)c1ccccc1F,10.5%,?,6.5%,-12.4%[10.9 µM]
Cc1ccccc1NC(=O)CSc1nccn1C,-0.9%,29.6%,2.8%,-14.5%[10.9 µM]
CCc1ccc(NC(=O)Cn2c(=O)ccc3cc(S(=O)(=O)N4CCCC4)ccc32)cc1,3.0%,-5.2%,0.5%,-5.0%[10.9 µM]
COC(=O)c1ccc(C(NC(=O)OCc2ccccc2)/C(C)=C/[C@@H](C)C(=O)NCc2cc(F)cc(F)c2)cc1 (some centres not stated),.,-2.9%,14.8%,-15.5%
CCOc1ccc(C2NC(=O)c3c(COC)cc(C)nc3N2Cc2ccccc2)cc1OC (configuration not stated),0.4%,20.6%,-1.1%,4.4%[10.9 µM]
COCCCNC(=O)C1CCC(Cn2c(=O)c3sccc3n(Cc3ccc(F)cc3)c2=O)CC1 (configuration not stated),-2.4%,-11.1%,0.7%,-8.3%[10.9 µM]
Cc1ccc(CNC(=O)C2CCCN(Cc3nc(-c4cccc(C)c4)oc3C)C2)cc1 (configuration not stated),?,?,-28.3%,-20.6%[10.9 µM]
COc1cccc(Cc2nc3ccccc3nc2SCC(=O)NCc2ccc(C)cc2)c1,-3.3%,-28.5%,-13.6%,5.5%[10.9 µM]
CC(C)NCC(O)COc1ccc(COCCOC(C)C)cc1 (configuration not stated),.,10.9%,17.9%,?
O=c1c2[nH]c3ccccc3c2nc(SCc2ccccc2F)n1-c1ccc(F)cc1,?,?,0.1%,-7.4%[10.9 µM]
CN(C)Cc1cc(CCNC(=O)c2ccc(Cl)cc2)ccc1O,2.1%,-8.8%,-5.2%,-53.7%[inhibitor]
O=C(CN1C(=O)COc2ccccc21)N(Cc1cccnc1)Cc1ccccc1F,0.8%,5.4%,-3.8%,-16.8%
CC1CCCC(NC2CCCCNC2=O)C1 (configuration not stated),0.8%,5.8%,-2.5%,4.3%
CCc1ccc(-n2c(SCc3ccccc3C)nc3[nH]ncc3c2=O)cc1,?,25.1µM*,?,-12.2%[10.9 µM]
COc1ccccc1S(=O)(=O)Cc1ccc(C(=O)NCc2ccc(Cl)cc2)o1,?,5.5%,4.5%,-11.4%[10.9 µM]
COc1ccc(-c2c(C)nn3c(N4CCC(C(=O)NCCC(C)C)CC4)cc(C)nc23)cc1OC,-1.5%,-18.2%,2.6%,-5.7%[10.9 µM]
O=S(=O)(c1ccc2ccccc2c1)n1nc(-c2ccco2)nc1NCc1cccc(Cl)c1,-1.3%,2.8%,1.7%,-9.3%[10.9 µM]

# Continued; it opens with the 2 that closed the last part.
SMILES,IkB signaling,p53ts 39C tox,p53ts 32C kill,Imprint erasure
COc1ccc(-c2c(C)nn3c(N4CCC(C(=O)NCCC(C)C)CC4)cc(C)nc23)cc1OC,-1.5%,-18.2%,2.6%,-5.7%[10.9 µM]
O=S(=O)(c1ccc2ccccc2c1)n1nc(-c2ccco2)nc1NCc1cccc(Cl)c1,-1.3%,2.8%,1.7%,-9.3%[10.9 µM]
CCc1ccc(CNC(=O)c2cnc(N3CCCCC3)c3ccccc23)cc1,3.6%,-15.1%,4.3%,-7.0%[10.9 µM]
COC(=O)NC(=S)Nc1ccc(Oc2ccc(Cl)cc2Cl)c(Cl)c1,.,-28.5%,-10.1%,.
Cc1cc(N2C(=O)C3CC=CC(C)C3C2=O)no1 (configuration not stated),.,19.7%,-6.7%,.
Cc1cccc(NC(=O)CSc2cn(CC(=O)N3CCOCC3)c3ccccc23)c1,?,-18.7%,9.1%,-15.4%[10.9 µM]
CCc1ccc(NC(=O)CSc2nc3c([nH]c4ccccc43)c(=O)n2-c2ccc(C)cc2)cc1,0.3%,?,9.4%,-8.4%[10.9 µM]
Cc1ccc(NC(=O)CSc2cc(=O)n(C)c3ccc(Cl)cc23)c(Br)c1,0.8%,?,3.1%,-6.5%[10.9 µM]
CCc1ccc2occ(CC(=O)Nc3sc4c(c3C(=O)OC)CCC4)c2c1,?,-21.2%,?,-11.2%[10.9 µM]
Cc1nc(N2CCC3(CC2)OCCO3)c2nnn(Cc3ccccc3F)c2n1,?,-12.9%,-2.4%,-8.6%
O=C(O)CCC(=O)c1ccc[nH]1,1.5%[11.4 µM],5.6%[9.22 µM],-0.7%[9.22 µM],-7.3%[10.9 µM]
COc1cc(C2=NOC(C(=O)NCc3ccc(F)cc3)C2)cc(OC)c1OC (configuration not stated),?,-6.3%,-0.3%,-19.7%
COc1ccc(-c2nnc(SCC(=O)Nc3ccccc3)n2C)cc1,3.6%,-3.8%,-6.1%,-7.1%
Cc1ccc(CNC(=O)C2CCC(=O)N2C2CCCCC2)cc1 (configuration not stated),-1.1%,5.4%,8.3%,-9.6%
Cn1c(C(=O)N2CCN(Cc3ccc4c(c3)OCO4)CC2)cc2sccc21,1.9%,-6.7%,-0.1%,-22.0%
CCOC(=O)C1CCN(S(=O)(=O)c2cc3c4c(c2)CC(=O)N4CCC3)CC1,1.6%,-13.7%,10.5%,15.5%[10.9 µM]
COc1ccc2nc(NS(=O)(=O)c3ccc(NC(C)=O)cc3)sc2c1,1.3%,-1.2%,9.9%,.
CC1(N2CCOCC2)CC2(O)C(=[N+]1[O-])CCc1c2no[n+]1[O-] (configuration not stated),?,-8.3%,-7.1%,-14.1%
COc1cc(-c2ccno2)ccc1S(=O)(=O)N1CCN(c2cc(C)ccc2C)CC1,?,-18.2%,8.9%,-10.7%[10.9 µM]
CCOC(=O)c1c(C)oc2nc(C)nc(N3CCN(c4ccccc4F)CC3)c12,-0.5%,-2.2%,-0.2%,15.8%[10.9 µM]
CN(C)c1ccc(C(=O)OCC(=O)NC2CCCCC2)cc1,0.3%,-3.6%,6.2%,-15.2%
COc1ccc(-c2cc(=O)c3cc(OC)ccc3o2)cc1,.,?,?,25.3%
O=S(=O)(c1ccc(-n2cnnn2)cc1)N(C1CCCCC1)C1CCCCC1,0.5%,-4.9%,-3.2%,-7.0%
CCOc1ccc(CNC(=O)C2CCN(c3nnc(-n4c(C)ccc4C)s3)CC2)cc1,6.6%,-17.0%,-2.9%,-10.9%[10.9 µM]
Cc1ccc2c(CC(=O)Nc3ccc(S(=O)(=O)Nc4nc(C)cc(C)n4)cc3)coc2c1,?,-2.6%,3.0%,?
CCOc1cc(C2c3c(oc4cc(C)cc(C)c4c3=O)C(=O)N2CCO)ccc1O (configuration not stated),-0.7%,-18.4%,15.1%,-2.4%[10.9 µM]
N#Cc1ccccc1-c1ccc2ncnc(NCc3cccs3)c2c1,2.4%[11.4 µM],-6.3%,-16.5%,-25.9%
COc1cc(CNc2ccc(N3CCOCC3)c(C(=O)O)c2)ccc1OCC(N)=O,-0.1%,2.0%,-0.6%,4.5%
CCOC(=O)C1CCN(C(=O)CSc2n[nH]c(=O)[nH]c2=O)CC1,0.2%,5.1%,-0.7%,-2.3%
COc1ccc(NC(=O)CCNS(=O)(=O)c2cccc3nsnc23)cc1,2.1%,-4.3%,12.6%,-7.0%[10.9 µM]
COc1ccccc1CNC(=O)c1nnc(Cc2ccc(Cl)cc2)o1,7.8%,0.4%,2.8%,-10.7%
On1onc2c3cc(-c4ccccc4)nc3ccc21,?,-10.6%,-3.0%,-27.6%
CCOc1ccc(NC(=O)C(NS(=O)(=O)c2ccc3c(c2)CCN3C(C)=O)C(C)C)cc1 (configuration not stated),4.0%,13.7%,16.5%,-5.6%[10.9 µM]
COc1ccc(C(=O)N2CCC[C@@]3(CCN(CC(C)C)C3)C2)cc1,2.7%[11.4 µM],-6.1%,2.0%,.
CC(C)c1ccc(NC(=O)C2CC(=O)N(C(C)C)C2)cc1 (configuration not stated),1.4%,2.5%,-5.4%,-2.4%
COCCCNC(=O)CSc1nc2cc3c(cc2c(=O)n1CCCC(=O)NCc1ccc(OC)cc1)OCO3,1.2%,-14.8%,-8.5%,-16.9%[10.9 µM]
O=C(Cn1cc2c(n1)CCCC2)NCc1cccs1,4.6%,0.7%,0.2%,-11.4%
O=C(NC1CCc2ccccc21)C1CCN(S(=O)(=O)c2ccc(-n3cnnn3)cc2)CC1 (configuration not stated),1.0%,-6.6%,2.5%,-4.9%
O=C(Cc1ccccc1)NC(NCCCN1CCOCC1)(C(F)(F)F)C(F)(F)F,3.6%,8.5%,1.7%,-9.9%
Cc1ccc(CNC(=O)c2ccc3c(c2)c(C)c(C)n3Cc2ccc(Cl)cc2)o1,?,-7.0%,5.5%,-2.6%[10.9 µM]
CCCC(=O)Nc1ccc(OCC(=O)OC)cc1,-0.8%,-1.9%,1.6%,7.4%
